High-throughput results: PubChem, National Center for Advancing Translational Sciences (NCATS)
TDP1 inh – qHTS Assay for Inhibitors of Tyrosyl-DNA Phosphodiesterase (TDP1) | recombinant TDP1, AlphaScreen DNA substrate cleavage | Potency, µM (top dose mostly 130 µM), inactives show at the highest dose activity change, negative = inhibition, actives largely listed as inhibitors | actives 0.28% (n = 350,000) | AID 485290, 2010; note: nearly all actives have a fitted effect of over 40% in size
Target sequence (Q9NUW8 whole entry, looked up): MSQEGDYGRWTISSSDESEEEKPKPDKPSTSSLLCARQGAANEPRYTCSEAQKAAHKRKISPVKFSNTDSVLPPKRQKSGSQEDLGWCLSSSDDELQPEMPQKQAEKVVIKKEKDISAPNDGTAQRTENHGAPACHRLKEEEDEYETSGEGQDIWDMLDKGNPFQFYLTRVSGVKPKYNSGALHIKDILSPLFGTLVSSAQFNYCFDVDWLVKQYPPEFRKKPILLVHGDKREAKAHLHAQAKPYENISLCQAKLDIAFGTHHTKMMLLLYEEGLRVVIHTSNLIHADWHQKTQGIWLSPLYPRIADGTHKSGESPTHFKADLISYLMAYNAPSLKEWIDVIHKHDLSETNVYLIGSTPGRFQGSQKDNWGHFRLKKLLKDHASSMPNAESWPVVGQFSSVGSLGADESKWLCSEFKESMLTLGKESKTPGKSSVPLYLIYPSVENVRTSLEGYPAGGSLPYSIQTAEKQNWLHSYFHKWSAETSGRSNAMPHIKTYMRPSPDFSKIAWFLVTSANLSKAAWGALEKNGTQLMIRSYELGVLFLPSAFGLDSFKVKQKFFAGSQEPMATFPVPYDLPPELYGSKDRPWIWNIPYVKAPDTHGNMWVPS
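Here, a 5' biotin and 3' phosphotyrosine-FITC DNA oligonucleotide reports Tdp1 activity: intact substrate bridges AlphaScreen beads, while cleavage leaves a 3' phosphate and drops signal. All incubations at room temperature.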
GCN5L2 inh – qHTS Assay for Inhibitors of GCN5L2; Histone acetyltransferase KAT2A (Homo sapiens), Q92830; GCN5L2 HAT assay, ThioGlo1 CoA-SH fluorescence; Potency, µM (doses to about 58.9 µM), without a hit: top-dose activity change, negative = inhibition, usual class: inhibitors; actives 0.21% (n = 390,000)
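Free CoA generated was detected with ThioGlo1 (50uM) fluorescence at Ex340nm/Em540nm, read immediately and after 20 min at room temperature. Enzyme, 20 nM in HEPES pH 7.5 buffer, saw compounds 15 min before adding 75uM H3(1-25) peptide and 70uM acetyl-CoA.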
DT40 TDP1 no CPT – qHTS for Inhibitors of human tyrosyl-DNA phosphodiesterase 1 (TDP1): qHTS in cells in absence of CPT; AID 686978, 2013; DT40 Tdp1-/- hTDP1 cells, no CPT, ATP luminescence, 48 h; Potency, µM (highest dose often 46.2 µM), without a hit: at the top dose activity change, negative = growth inhibition, most hits filed as inhibitors; actives 15% (n = 420,000); note: nearly all actives have a fitted effect of over 55% in size
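Chicken DT40 Tdp1-/- cells stably complemented with human TDP1 were seeded at 400 cells/well with DMSO in place of 20 nM camptothecin. After compound pinning, cells grew at least 48 hr at 37 °C; viability read by CellTiter-Glo luminescence.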
Starred values were filed as active, the others as inactive. Calls come from the whole dose curve; as a rule, active = well fitted curve in the direction sought with a large enough effect; inconclusive = small, poorly fitted or top-dose-only effect, or another doubt; inactive = no such curve, though single readings can be large; an effect the other way counts as inactive or inconclusive. % is set by controls: 0 for no effect and ±100 for the full control effect; potency is the fitted concentration of half-maximal effect.

Start of the listing, in advance (3 entries):
What do the screens show for `CC1CN(C(=O)COC(=O)c2ccc(N)c([N+](=O)[O-])c2)CC(C)O1` (centres undefined)?
TDP1 inh: 0%; GCN5L2 inh: 4%; DT40 TDP1 no CPT: 4%

How did CCOC(=O)C(CC)(CC)C(=O)/C=C/c1ccc(OC)cc1 do in these assays?
GCN5L2 inh: -11%; DT40 TDP1 no CPT: 18µM*

Results for CC(C)(C)NC(=O)NC(=O)COc1ccccn1 ?
TDP1 inh: 0%; GCN5L2 inh: -7%; DT40 TDP1 no CPT: -12%

The whole of this part, repeating the preview:
What do the screens show for `CC1CN(C(=O)COC(=O)c2ccc(N)c([N+](=O)[O-])c2)CC(C)O1` (centres undefined)?
TDP1 inh: 0%; GCN5L2 inh: 4%; DT40 TDP1 no CPT: 4%

How did CCOC(=O)C(CC)(CC)C(=O)/C=C/c1ccc(OC)cc1 do in these assays?
GCN5L2 inh: -11%; DT40 TDP1 no CPT: 18µM*

Results for CC(C)(C)NC(=O)NC(=O)COc1ccccn1 ?
TDP1 inh: 0%; GCN5L2 inh: -7%; DT40 TDP1 no CPT: -12%

What do the screens show for `O=C(NCCCn1ccnc1)/C(=C/c1ccco1)NC(=O)c1ccco1`?
TDP1 inh: 7%; GCN5L2 inh: -6%; DT40 TDP1 no CPT: 1%

How did Cc1ccc(NS(=O)(=O)c2ccc(-c3coc(C)n3)cc2)c(C)c1 do in these assays?
TDP1 inh: 4%; GCN5L2 inh: -9%; DT40 TDP1 no CPT: -28%

How did O=S(=O)(NCC1CCCO1)c1cc(Cl)ccc1Cl (centres undefined) do in these assays?
TDP1 inh: 1%; GCN5L2 inh: -8%; DT40 TDP1 no CPT: 2%

What do the screens show for `Cc1cc(C)cc(NC(=O)c2snc3c(=O)[nH]cnc23)c1`?
TDP1 inh: 2%; GCN5L2 inh: 0%

Results for CN(C)c1cccc(C(=O)OC(C(=O)Nc2ccc([N+](=O)[O-])cc2Br)c2ccccc2)c1 (centres undefined) ?
TDP1 inh: 5%; GCN5L2 inh: -1%; DT40 TDP1 no CPT: inconclusive

Results for CC(C(=O)Nc1ccccc1-c1ccccc1)N1CCN(C(=O)c2ccccc2)CC1 (centres undefined) ?
TDP1 inh: 3%; GCN5L2 inh: -1%; DT40 TDP1 no CPT: 26µM*

What do the screens show for `Cc1ccc(C(=O)N/C(=C\c2ccc3c(c2)OCO3)C(=O)Nc2ccc(C(=O)O)cc2)cc1`?
TDP1 inh: -2%; GCN5L2 inh: -3%; DT40 TDP1 no CPT: 0%

How did NCC(=O)N[C@@H](CCCN=C(N)N)C(=O)NCC(=O)N[C@@H](CC(=O)O)C(=O)N[C@@H](CO)C(=O)O do in these assays?
TDP1 inh: 6%; GCN5L2 inh: -27%

How did Cn1ccc(=S)c2ccccc21 do in these assays?
TDP1 inh: 0%; GCN5L2 inh: -16%; DT40 TDP1 no CPT: inconclusive

Brought forward from above: three compounds, then new ones.
What do the screens show for `Cc1ccc(C(=O)N/C(=C\c2ccc3c(c2)OCO3)C(=O)Nc2ccc(C(=O)O)cc2)cc1`?
TDP1 inh: -2%; GCN5L2 inh: -3%; DT40 TDP1 no CPT: 0%

How did NCC(=O)N[C@@H](CCCN=C(N)N)C(=O)NCC(=O)N[C@@H](CC(=O)O)C(=O)N[C@@H](CO)C(=O)O do in these assays?
TDP1 inh: 6%; GCN5L2 inh: -27%

How did Cn1ccc(=S)c2ccccc21 do in these assays?
TDP1 inh: 0%; GCN5L2 inh: -16%; DT40 TDP1 no CPT: inconclusive

What do the screens show for `Cn1cccc1/C=N/n1c(-c2ccc(Cl)cc2)n[nH]c1=S`?
TDP1 inh: 3%; GCN5L2 inh: -7%; DT40 TDP1 no CPT: inconclusive

How did COCCN1Cc2cccc(C(=O)Nc3ccc(C)c(C)c3)c2C1=O do in these assays?
TDP1 inh: 4%; GCN5L2 inh: -18%; DT40 TDP1 no CPT: -18%

Results for Cn1c(=O)c(-c2cccc(Cl)c2)nc2cncnc21 ?
GCN5L2 inh: -17%; DT40 TDP1 no CPT: -27%

How did CCOC(=O)C1=C(N)N(c2ccc(C)cc2)C2=C(C(=O)CCC2)C1c1cccs1 (centres undefined) do in these assays?
TDP1 inh: 1%; GCN5L2 inh: -11%; DT40 TDP1 no CPT: inconclusive

Results for COCCNC(=O)CN(C(=O)CCC(=O)Nc1ccccn1)c1ccc(F)c(Cl)c1 ?
TDP1 inh: 3%; GCN5L2 inh: -8%

What do the screens show for `Cc1ccccc1C(=O)Nc1cccc(C(=O)N/N=C/c2cc(Cl)cc([N+](=O)[O-])c2O)c1`?
TDP1 inh: -11%; GCN5L2 inh: -15%; DT40 TDP1 no CPT: inconclusive

What do the screens show for `O=C(Cn1ccc([N+](=O)[O-])n1)NCc1nc2ccccc2[nH]1`?
TDP1 inh: 5%; GCN5L2 inh: -5%; DT40 TDP1 no CPT: 14%

What do the screens show for `CNS(=O)(=O)c1cccc(C(=O)OCc2csc(-c3ccccc3)n2)c1`?
TDP1 inh: 0%; GCN5L2 inh: -4%; DT40 TDP1 no CPT: inconclusive

What do the screens show for `CCCNC(=O)C(Cc1ccc(Cl)cc1)NC(=O)c1ccc(-c2ccccc2)cc1` (centres undefined)?
TDP1 inh: 0%; GCN5L2 inh: -2%; DT40 TDP1 no CPT: 6.5µM*

Results for CCOC(=O)C(NCCc1ccc(F)cc1)(NC(=O)CC)C(F)(F)F (centres undefined) ?
TDP1 inh: -3%; GCN5L2 inh: 1%; DT40 TDP1 no CPT: -8%

How did Cn1cc(/C=C/C(=O)N2CCCC(C(=O)c3ccc(C(C)(C)C)cc3)C2)cn1 (centres undefined) do in these assays?
TDP1 inh: 3%; GCN5L2 inh: inconclusive; DT40 TDP1 no CPT: inconclusive

Results for CCc1nnc(SC(C)C(=O)Nc2nccs2)n1C (centres undefined) ?
TDP1 inh: 1%; GCN5L2 inh: 0%; DT40 TDP1 no CPT: 16%

Results for C#CCOCCOCCOCCNc1nc(N2CCN(C(=O)CCCCCCCCCCNC(=O)[C@H](CO)n3cc(CCCSC)nn3)CC2)nc(N2CCN(C(=O)CCCCCCCCCCNC(=O)[C@H](CCCN=C(N)N)n3cc(C[C@@H](C)CC)nn3)CC2)n1 ?
TDP1 inh: 11%; GCN5L2 inh: -13%; DT40 TDP1 no CPT: 23µM*

Results for O=C(NCc1ccc(Cl)cc1)c1noc2c1CCCC2 ?
TDP1 inh: 0%; GCN5L2 inh: -1%; DT40 TDP1 no CPT: -6%

How did Cc1cn2c(=O)cc(COC(=O)COc3ccc(C)c(C)c3)nc2s1 do in these assays?
TDP1 inh: 3%; GCN5L2 inh: -1%; DT40 TDP1 no CPT: -17%

Results for CCN(CC)CCN1C(=O)C(=O)/C(=C(/O)c2ccc(OC(C)C)cc2)C1c1cccs1 (centres undefined) ?
TDP1 inh: 0%; GCN5L2 inh: 0%; DT40 TDP1 no CPT: -8%

What do the screens show for `Cc1ccc(N=CC2=C(O)CC(c3ccc(Cl)cc3)CC2=O)cc1` (centres undefined)?
TDP1 inh: -4%; GCN5L2 inh: 1%; DT40 TDP1 no CPT: -27%

How did COc1ccc(/C=C2\SC(=S)N(CCCC(=O)N3CCOCC3)C2=O)cc1OC do in these assays?
TDP1 inh: 5%; GCN5L2 inh: -1%; DT40 TDP1 no CPT: inconclusive

How did Cc1ccc(S(=O)(=O)N2CCN(c3ccccc3)CC2)cc1C(=O)NC1CCCCC1 do in these assays?
TDP1 inh: 3%; GCN5L2 inh: 1%; DT40 TDP1 no CPT: inconclusive

How did Cc1ccc(S(=O)(=O)Nc2nc(-c3ccc(F)cc3)cs2)cc1 do in these assays?
TDP1 inh: 5%; GCN5L2 inh: -3%; DT40 TDP1 no CPT: -20%

Results for COCCN(Cc1ccccc1)C(=O)Cc1ccc(OC)c(S(=O)(=O)N2CCOCC2)c1 ?
TDP1 inh: 0%; GCN5L2 inh: 1%; DT40 TDP1 no CPT: inconclusive

How did Cc1ccc(C(=O)O)cc1-c1ccc(/C=C2\SC(=O)N(CC(=O)Nc3ccc4c(c3)OCO4)C2=O)o1 do in these assays?
TDP1 inh: 10µM*; GCN5L2 inh: inconclusive; DT40 TDP1 no CPT: 0%

How did Cc1cc(C)n(-c2ccc(Cl)c(C(=O)Nc3ccc(OC(F)(F)F)cc3)n2)n1 do in these assays?
TDP1 inh: 3%; GCN5L2 inh: -2%; DT40 TDP1 no CPT: inconclusive

How did Cn1cccc1/C=C1\SC(=Nc2ccccc2)NC1=O do in these assays?
TDP1 inh: 3%; GCN5L2 inh: -1%; DT40 TDP1 no CPT: 2.3µM*

How did CCOC(=O)c1cnc2ccc(C(=O)OC)cc2c1Nc1cccc(C(=O)O)c1 do in these assays?
TDP1 inh: 2%; GCN5L2 inh: -6%; DT40 TDP1 no CPT: 10%

Results for COC(=O)c1c(C)[nH]c(C(=O)N2CCN(c3ccc(OC)cc3)CC2)c1C ?
TDP1 inh: 0%; GCN5L2 inh: -5%

What do the screens show for `CN(C)CCNC(=O)C(=O)Nc1cc2c3c(c1)CCN3C(=O)CC2`?
TDP1 inh: 0%; GCN5L2 inh: -6%; DT40 TDP1 no CPT: -1%

Results for Cc1ccc(CCNC(=O)CSCc2ccc(F)cc2)cc1 ?
GCN5L2 inh: -2%; DT40 TDP1 no CPT: 4%

What do the screens show for `CC(=O)Nc1ccc(NC(=O)C(C)c2cccc(C(=O)c3ccccc3)c2)cc1` (centres undefined)?
TDP1 inh: 3%; GCN5L2 inh: 3%; DT40 TDP1 no CPT: -26%

How did O=C(O/N=C1/CCSc2ccccc21)c1ccccc1 do in these assays?
TDP1 inh: -1%; GCN5L2 inh: -8%; DT40 TDP1 no CPT: 0%

How did Nc1oc2ccc(F)cc2c(=O)c1C=O do in these assays?
TDP1 inh: -3%; GCN5L2 inh: 0%; DT40 TDP1 no CPT: -9%

What do the screens show for `COc1ccccc1N1CC(C(=O)Nc2ccc(C)c(S(=O)(=O)N3CCOCC3)c2)CC1=O` (centres undefined)?
TDP1 inh: 1%; GCN5L2 inh: -2%; DT40 TDP1 no CPT: -12%

How did CCOC(=O)c1nnc(-c2ccccc2)nc1N1CCSCC1 do in these assays?
TDP1 inh: 3%; GCN5L2 inh: 2%; DT40 TDP1 no CPT: inconclusive

Results for COc1ccccc1CCNC(=O)C1CCC(=O)N(C2CC2)C1 (centres undefined) ?
TDP1 inh: 5%; GCN5L2 inh: 4%; DT40 TDP1 no CPT: -2%

What do the screens show for `CCN(CC)CCOC(=O)c1ccc(NC(=O)CNC(=O)C2CCCCC2)cc1`?
TDP1 inh: 8%; GCN5L2 inh: -8%; DT40 TDP1 no CPT: -1%

What do the screens show for `CC1CCN(C(=O)c2cc(F)c(F)cc2Cl)CC1`?
TDP1 inh: -2%; GCN5L2 inh: 2%; DT40 TDP1 no CPT: -28%

What do the screens show for `OCC[C@@H]1C[C@H](O)[C@@H](O)[C@]2(CCc3ccccc3O2)O1`?
GCN5L2 inh: 3%; DT40 TDP1 no CPT: -11%

How did Cc1ccc(-n2c(C)nnc2SCC(=O)N2CCc3ccccc3C2)cc1 do in these assays?
TDP1 inh: 0%; GCN5L2 inh: -4%; DT40 TDP1 no CPT: -28%

How did CC(C)CC(=O)N(c1ccc(F)cc1)C1C=CS(=O)(=O)C1 (centres undefined) do in these assays?
TDP1 inh: 0%; GCN5L2 inh: inconclusive; DT40 TDP1 no CPT: -10%

How did Cc1ccc(C)n1-c1sc2c(c1C(=O)O)CCCC2 do in these assays?
GCN5L2 inh: inconclusive; DT40 TDP1 no CPT: inconclusive

What do the screens show for `CCCNC(=O)N1CCC(C(=O)c2cccc(F)c2)CC1`?
TDP1 inh: -6%; GCN5L2 inh: -4%; DT40 TDP1 no CPT: -11%

Results for O=C(Nc1nncs1)c1cc2c(s1)CCC2 ?
TDP1 inh: -2%; GCN5L2 inh: 3%; DT40 TDP1 no CPT: -24%

Results for COc1ccccc1N1CCN(C(=O)/C=C/c2ccccc2)CC1 ?
TDP1 inh: 0%; GCN5L2 inh: -5%; DT40 TDP1 no CPT: 16µM*

Results for Cc1cccc(N(CC(O)CN(C)C)S(=O)(=O)c2ccccc2)c1 (centres undefined) ?
TDP1 inh: 1%; GCN5L2 inh: 3%; DT40 TDP1 no CPT: -22%

How did CCOC(=O)CC(C#N)c1c[nH]c2ccccc12 (centres undefined) do in these assays?
TDP1 inh: 2%; GCN5L2 inh: -11%; DT40 TDP1 no CPT: 11%

What do the screens show for `Cc1cc(C)n2nc(SCC(=O)Nc3ccc(F)cc3)nc2n1`?
TDP1 inh: 7%; GCN5L2 inh: -1%; DT40 TDP1 no CPT: -20%

Only part of the results is shown, so the mix of outcomes need not match the whole.
